Rin1 Abl inh = blocks binding of human Rin1 to Abl; P00519+Q13671; TR-FRET Rin1/Abl binding, biochemical; inhibition, % at 7.35 µM; 0.4% of 360,000 active; AID 588664; in the data active = inhibition above about 5%, passing the limit was not always enough
MsrA inhibitor = inhibits bovine methionine sulfoxide reductase A; purified bovine MsrA, absorbance read-out; inhibition, % at 15.5 µM; 0.75% of 360,000 active; in the data active = inhibition above about 4.5%;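 also: 0% = vehicle wells with enzyme and 100% = reference inhibitor wells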
FAS TE block = blocks the thioesterase domain of human fatty acid synthase; P49327; recombinant FAS-TE, OMFH fluorogenic substrate, fluorescence endpoint; inhibition, % at 15 µM; 0.67% of 360,000 active; AID 602261;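 active = compounds whose normalised, plate-corrected inhibition of enzyme fluorescence in the single-dose primary screen is 50% or more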;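 also: 0% = DMSO with enzyme and 100% = substrate without enzyme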
MsrA act = activates bovine MsrA enzyme; purified bovine MsrA, absorbance read-out; activation, % at 10.6 µM; 0.3% of 360,000 active; in the data active = activation above about 7.5%;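 also: 0% = vehicle and 100% = reference activator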
TbMetRS inhib = blocks T. brucei methionyl-tRNA synthetase activity | purified T. brucei MetRS, ATP depletion, Kinase-Glo luminescence | inhibition, % at 11.9 µM | 0.4% of 360,000 active | AID 624268;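 active = inhibition above a per-plate cutoff of the control wells' mean inhibition plus 3 SD, cut at about 5.5% in these data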;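 also: 0% = DMSO wells median and 100% = median of wells with control inhibitor compound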
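Dosing: 11.9 µM compound single dose, 0.9% DMSO; Assay system: purified T. brucei MetRS enzyme; Measured by: Kinase-Glo luciferase luminescence reporting remaining unconsumed ATP; Schedule: 15 min plus 2 h at 25 °C.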
CSN deneddyl inh = inhibitors of human CSN-mediated cullin deneddylation | Q92905 | Purified CSN, SCF-Nedd8-OG deneddylation, fluorescence polarization | inhibition, % at 12.5 µM | 0.38% of 360,000 active | AID 651999;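 active = pattern-corrected inhibition above about 35%, with an unprinted fluorescence ratio check between 0.5 and 1.5, limit read from the data, passing the limit was not always enough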;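 also: 0% = enzyme with substrate and 100% = substrate without enzyme; some results filed as inactive read as strong as hits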
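Assay system: purified human Csn5 enzyme expressed in HEK293T cells; Input: 0.24 nM Csn5 enzyme, final concentration; Reagent: 10 nM SCFSkp2-Nedd8OG; Compound dosing: 12.5 µM single point; Times: reaction 90 min, room temperature; Technique: fluorescence polarization readout.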
Neddylation inh = cullin neddylation inhibition. 0.58% of 360,000 active. P61081+Q13564. calls only at 25 µM. TR-FRET cullin neddylation, biochemical; in the data active = inhibition above about 36%
MLLE-PAM2 inh = blocks PAM2 peptide binding to the PABP1 MLLE domain; P11940; GST-MLLE / FITC-PAM2 fluorescence polarization; inhibition, % at 20 µM; 0.36% of 360,000 active; AID 588489; in the data active = inhibition above about 35%, passing the limit was not always enough;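 also: plate controls were DMSO wells with GST-MLLE for no effect and wells lacking GST-MLLE protein for full effect; some results filed as inactive read as strong as hits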
E coli Lon inh = inhibitors of E. coli Lon protease; AID 602123; inhibition, % at 7.94 µM; 0.42% of 360,000 active; P0A9M0; purified E. coli Lon protease, fluorescence polarization; in the data active = inhibition above about 13%, passing the limit was not always enough;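 also: 0% = enzyme with probe and DMSO and 100% = no enzyme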
Active calls of the source: *; i = inactive; . = not tested or not shown; & = joins results of further samples.

SMILES | Rin1 Abl inh | MsrA inhibitor | FAS TE block | MsrA act | TbMetRS inhib | CSN deneddyl inh | Neddylation inh | MLLE-PAM2 inh | E coli Lon inh
Cc1ccc(-c2n[nH]c3c2C(c2ccccc2)N(c2ccc(C(=O)O)cc2)C3=O)cc1 (configuration not stated) | 0.6 | -0.2 | -0.1 | -5.1 | -0.1 | 7.7 | i | -11.1 | -19.7
COc1ccc(OC)c(C(=O)NC(CC(N)=O)c2ccc(N3CCCCCC3)c([N+](=O)[O-])c2)c1 (configuration not stated) | 0.2 | 0.5 | -8.7 | -2.4 | -0.3 | -5.8 | i | 5.7 | 0.8
C[N+](C)(CCCCCC[N+](C)(C)CCCN1C(=O)c2cccc3cccc(c23)C1=O)CCCN1C(=O)c2cccc3cccc(c23)C1=O | -12.8 | . | -2.5 | -1.6 | -0.1 | 4.1 | . | -2.1 | -12.3
C=CCNC(=O)c1ccc(-n2cccc2)cc1 | 0.1 | -0.1 | -6.5 | -3.2 | -0.3 | 2.9 | i | -12.9 | 10.7
O=S(=O)(c1ccc(Cl)cc1)n1ccc(-c2cccc(OCc3c(F)cccc3Cl)c2)n1 | 1.0 | 0.6 | 23.0 | -9.0 | -0.8 | -4.2 | i | 1.8 | 1.3
O=C(c1ccccc1)N(NC(=O)C(O)(c1ccccc1)c1ccccc1)c1cccc(F)c1 | -2.5 | 1.4 | -14.4 | -2.0 | -0.1 | -11.3 | i | -2.6 | -3.9
Cc1ccc(NC(=O)c2cc(S(=O)(=O)N3CCOCC3)cn2C)c(C)c1 | 1.2 | -0.4 | -3.9 | -1.7 | 0.0 | 3.6 | i | 1.8 | 6.2
Cc1ccc(C)c(NC(=O)C(c2ccccc2)N2CCOCC2)c1 (configuration not stated) | 5.3 | -0.1 | -5.1 | -4.2 | -0.2 | 4.4 | i | 0.4 | -0.5
C=CCNc1c2c(nc3ncnn13)CC(C)CC2 (configuration not stated) | 4.5 | -0.4 | -4.0 | -1.9 | 0.0 | -1.8 | i | 9.8 | 4.3
FC(F)(F)Oc1ccc(NC(=S)NCc2ccccc2)cc1 | 2.5 | -1.6 | 12.1 | -3.7 | -0.6 | 7.0 | i | -21.3 | -1.6
COc1cc(OC)c(C(=O)OCC(=O)N2CCN(S(=O)(=O)c3ccc(C)cc3C)CC2)cc1OC | 1.4 | -0.5 | -4.1 | -5.0 | -0.2 | 3.4 | i | 2.6 | -5.2
NC(=O)NCc1ccc(Cl)cc1 | 2.2 | 0.5 | -11.0 | -10.6 | -0.7 | -0.1 | i | 6.8 | -1.4
COc1ccc(C(=O)N(CC2CCCO2)C(C(=O)NC2CCCC2)c2ccc(C)cc2)cc1OC (configuration not stated) | 1.4 | -0.5 | -1.9 | 0.8 | 0.1 | 0.0 | i | 1.7 | 8.0
COCCNc1ncnc2nc[nH]c12 | 4.5 | 0.9 | -8.0 | -2.2 | 0.3 | -3.0 | i | -6.8 | 0.0
COC(=O)c1cccc(NC(=O)NC(=O)c2ccccc2Cl)c1 | -0.5 | 1.8 | -3.5 | -1.5 | -0.4 | -0.6 | i | -3.6 | -7.4
Cc1cc(C)nc(NC(=O)CN2C(=O)c3ccccc3S2(=O)=O)n1 | -5.2 | 0.0 | -6.5 | -2.9 | -0.3 | -0.6 | i | 2.8 | -0.9
Cc1cccc(NC(=O)CN2CCN(C(=O)C3CCC3)CC2)c1C | 0.4 | 1.4 | -8.3 | 1.1 | -0.3 | -1.3 | i | -6.8 | 1.4
Cn1cc(CCC(=O)NCc2ccc(Cl)cc2)c2ccccc21 | 2.6 | -1.4 | 5.7 | 1.3 | 0.1 | -1.7 | i | -2.1 | 6.3
COc1ccccc1NC(=O)N(CCN1CCCC1)Cc1cc2cc(C)ccc2[nH]c1=O | 1.9 | 0.9 | -2.7 | -2.7 | -0.3 | -3.1 | i | -14.4 | -15.1
Brc1cccc(Cn2c(-c3cncs3)nc3ccccc32)c1 | -2.7 | 0.6 | 22.6 | 0.5 | 0.7 | 1.8 | i | -7.0 | -0.8
C=CCn1c(SCc2ccc(OC)cc2)nnc1-c1cccnc1 | 2.7 | -0.4 | -5.4 | -3.2 | -1.3 | 4.5 | i | -2.6 | -9.4
CSc1nc(C)cc(OCCO)n1 | -0.2 | 0.7 | -10.2 | -2.5 | -0.3 | -0.1 | i | 8.4 | -6.1
Cc1ccc2c(C)[nH]c(=O)cc2c1 | 2.8 | 0.8 | -6.7 | 0.0 | -0.1 | -3.8 | i | -7.5 | 0.2
CCC(c1nnnn1-c1ccc2c(c1)OCCO2)N1CCN(c2ccc(OC)cc2)CC1 (configuration not stated) | . | 1.0 | 7.7 | -10.0 | -1.6 | -4.7 | i | . | -0.3

Entries of single compounds from above.
COc1cc(OC)c(C(=O)OCC(=O)N2CCN(S(=O)(=O)c3ccc(C)cc3C)CC2)cc1OC is entered as Rin1 Abl inh = 1.4; MsrA inhibitor = -0.5; FAS TE block = -4.1; MsrA act = -5.0; TbMetRS inhib = -0.2; CSN deneddyl inh = 3.4; Neddylation inh = i; MLLE-PAM2 inh = 2.6; E coli Lon inh = -5.2
FC(F)(F)Oc1ccc(NC(=S)NCc2ccccc2)cc1 is entered as Rin1 Abl inh = 2.5; MsrA inhibitor = -1.6; FAS TE block = 12.1; MsrA act = -3.7; TbMetRS inhib = -0.6; CSN deneddyl inh = 7.0; Neddylation inh = i; MLLE-PAM2 inh = -21.3; E coli Lon inh = -1.6

Nothing new here: two of the compounds above.
SMILES | Rin1 Abl inh | MsrA inhibitor | FAS TE block | MsrA act | TbMetRS inhib | CSN deneddyl inh | Neddylation inh | MLLE-PAM2 inh | E coli Lon inh
COc1ccc(C(=O)N(CC2CCCO2)C(C(=O)NC2CCCC2)c2ccc(C)cc2)cc1OC (configuration not stated) | 1.4 | -0.5 | -1.9 | 0.8 | 0.1 | 0.0 | i | 1.7 | 8.0
COCCNc1ncnc2nc[nH]c12 | 4.5 | 0.9 | -8.0 | -2.2 | 0.3 | -3.0 | i | -6.8 | 0.0

(list continues)
SMILES | Rin1 Abl inh | MsrA inhibitor | FAS TE block | MsrA act | TbMetRS inhib | CSN deneddyl inh | Neddylation inh | MLLE-PAM2 inh | E coli Lon inh
CCOC(=O)C1(CCc2ccccc2)CCN(C(=O)CCn2cnnn2)CC1 | 8.3 | 2.1 | -4.6 | -9.0 | -0.8 | 2.2 | i | 19.7 | -3.7
CCN(CC)C(=O)C(C)N1c2cccc3cccc(c23)S1(=O)=O (configuration not stated) | -1.9 | 1.1 | -7.8 | -0.2 | -0.1 | -6.2 | i | 1.6 | -2.9
CCCCNC(=O)C[C@@H]1C[C@@]2(C(=O)OCC)CCC=C2N(Cc2ccco2)C1=O | . | -0.4 | -8.4 | -0.4 | -0.6 | 2.7 | i | . | 5.5
CCc1nc2c(OCC(=O)N3CCOCC3)cccn2c1N(C=O)Cc1ccccc1 | -1.9 | 0.1 | -4.6 | -1.5 | -0.1 | -1.9 | i | -3.6 | -2.3
COc1ccc(NC(=O)CCCNC(=O)c2ccc(Cl)cc2)c(OC)c1 | 2.9 | 0.2 | -4.5 | -3.6 | -0.5 | 4.0 | i | -31.9 | -9.7
C/C(=N/OC(=O)c1c(F)cccc1F)c1nccs1 | -2.4 | -0.7 | -3.6 | -2.6 | -0.4 | 1.3 | i | -0.6 | 3.2
COc1ccc(/C=C(\NC(=O)c2ccccc2)C(=O)NCCC(=O)O)cc1 | 2.4 | 3.5 | -7.0 | -5.2 | -0.1 | -1.9 | i | 7.8 | 0.4
CCN(CC)S(=O)(=O)c1cc(C(=O)Nc2cc(C)on2)c(Cl)cc1Cl | 1.2 | -0.1 | 5.6 | -4.7 | -2.1 | -3.0 | i | -7.4 | 3.2
Cc1ccc(-n2c(=O)cc(N3CCC(C)CC3)[nH]c2=O)cc1 | 1.6 | -0.5 | -10.1 | -5.7 | -0.5 | 3.7 | i | -0.3 | -2.7
N#Cc1ccc(-c2ccco2)nc1SCC(=O)c1ccc(Cl)cc1 | -2.8 | -0.1 | 25.2 | -2.9 | 1.4 | 24.2 | i | -45.8 | -99.5
C/C(CC(=O)Nc1ccc2c(c1)OCO2)=N\NC(=O)c1ccccc1N | 0.9 | 0.4 | -3.7 | -2.8 | -0.2 | -0.2 | . | -12.1 | 1.1
O=C(O)/C=C/C(=O)Nc1ccc(OCc2ccccc2)cc1 | -0.8 | -1.3 | -3.2 | -0.9 | 0.6 | 0.8 | i | 7.1 | 2.4
N/C(=N\OC(=O)CSc1ccccc1)c1ccncc1 | -1.0 | -1.3 | -6.6 | -3.0 | -0.2 | -5.5 | i | 4.0 | -3.0
O=C(Nc1ccnn1C1CCN(C/C=C/c2ccccc2)CC1)c1ccccc1 | 1.3 | -0.6 | -5.6 | -3.3 | -0.3 | -4.6 | i | 5.0 | 2.5
CCN(CC)S(=O)(=O)N1CCC(C(=O)NC2CCCc3ccccc32)CC1 (configuration not stated) | 3.1 | -0.7 | 1.8 | 0.4 | 0.2 | 1.2 | i | -3.2 | 5.6
O=C1c2ccccc2NC(c2cccc([N+](=O)[O-])c2)N1O (configuration not stated) | -2.6 | 0.6 | 13.2 | -4.7 | -1.3 | -0.8 | i | -0.6 | 0.6
COc1ccc(NC(=O)Nc2ccccc2C(=O)N2CCCC2)cc1 | -0.3 | -0.8 | -4.6 | -3.7 | -0.3 | 4.2 | i | 10.3 | 2.0
Cc1cc(=O)[nH]c(Nc2cccc(Cl)c2C)n1 | 3.5 | -1.0 | -3.6 | -3.5 | -0.1 | -4.2 | i | -4.9 | 4.5
CNC(=O)c1ccc(-c2sc3nc(N4CCOCC4)c4c(c3c2N)CC(C)(C)OC4)o1 | -3.4 | 0.5 | 0.5 | -4.7 | -0.1 | -1.4 | . | 14.3 | -5.2
CCC(C)NC(=O)CSc1nc2ccccc2c(=O)n1Cc1ccc(OC)cc1 (configuration not stated) | -3.9 | 0.0 | 5.2 | -3.3 | -0.1 | 0.6 | i | -78.2 | -6.3
CSc1nc2ccc(NC(=O)c3ccc(Cl)s3)cc2s1 | -0.7 | 0.1 | 2.0 | -0.9 | 0.5 | 2.1 | . | -2.2 | -9.7
O=C(Nc1ccc(S(=O)(=O)N2CCOCC2)cc1)c1c(F)cccc1F | 2.8 | 0.2 | -4.5 | -0.5 | 0.0 | 4.5 | i | -5.0 | -9.3
COc1ccccc1-c1n[nH]c2c1[C@H](C)CC[C@H]2C(C)C | 0.6 | 12.6* | 9.1 | -2.9 | -1.1 | -3.0 | i | 5.0 | -2.6
CCC1Nc2ncnc(N3CCOCC3)c2N(Cc2ccc(Br)cc2)C1=O (configuration not stated) | -0.2&0.8 | -0.8&0.3 | -10.2&-6.1 | -1.9&-3.1 | 0.4&-0.4 | 3.2&-0.7 | i | 3.6&-4.5 | 3.4&0.5
COc1cccc(OCC(=O)N(C)Cc2nc(-c3cccc(C)c3)no2)c1 | 1.0 | -0.5 | 2.4 | -5.8 | -0.6 | 3.1 | i | 14.5 | 1.2
COc1ccc(CC(=O)OCCN(C)C)cc1 | -0.5 | 0.8 | -1.5 | -1.8 | 0.4 | -3.7 | i | -0.9 | -11.4
Cc1ccn2c(=O)cc(C)nc2c1 | -0.4 | -0.3 | -2.8 | -6.8 | -0.7 | -5.8 | i | 12.7 | -5.1
COc1ccc(/C=C/c2ccncc2)c2ccccc12 | -3.9 | . | 10.4 | -2.3 | -0.2 | -4.1 | i | 0.9 | -0.3
CCCCOC(=O)/C(=C/c1cn(C)c2ccccc12)NC(=O)c1ccc(OC)cc1 | 1.2 | 2.3 | 2.2 | -3.0 | 0.4 | 0.4 | i | 5.8 | -1.0
CN(Cc1ccccc1)CC(O)COc1ccc(CNCCCOc2cccnc2)cc1 (configuration not stated) | 3.5 | -0.9 | -6.6 | 0.0 | 0.9 | 3.1 | i | -0.4 | -8.4
CCc1c(C)nc(N)n2c(SCC(=O)Nc3ccccc3)nnc12 | 2.0 | 0.5 | -4.1 | -0.1 | -0.3 | 0.5 | i | -1.1 | -0.2

High-throughput results: PubChem BioAssay, several laboratories
